# Assay outcomes (PubChem)
# LYPLA1 counter: counter-screen for PME1 inhibitors: inhibitors of human LYPLA1. recombinant LYPLA1, FP-Rh probe fluorescence polarization. inhibition, % at 5.9 µM. 320,000 tested, 0.16% active;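 active means inhibition above the mean of all tested compounds plus 3 SD, set per campaign, cut at about 14% in these data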;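 further: inhibitors block serine hydrolase probe labeling of LYPLA1 so polarization falls; 0% = enzyme with DMSO and 100% = wells lacking LYPLA1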
# PAD4 inh: blocks human protein arginine deiminase 4; Q9UM07; recombinant PAD4, RCA probe fluorescence polarization; 330,000 tested, 0.41% active; AID 485272; inhibition, % at 6.36 µM;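 active means percent inhibition above a cutoff equal to the mean of all tested compounds plus 3 SD, cut at about 15% in these data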;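 further: 0% = PAD4 with RCA probe and DMSO and 100% = probe without PAD4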
# PAFAH2 FP inh: inhibitors of human PAFAH2 | recombinant PAFAH2, FP-rhodamine activity probe, fluorescence polarization | Q99487 | AID 492956 | 340,000 tested, 0.99% active | inhibition, % at 3.39 µM;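 active means inhibition above the mean over all tested compounds plus 3 SD, cut at about 30% in these data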;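 further: inhibitors block probe labeling of enzyme so polarization drops; 0% = enzyme with DMSO and 100% = wells lacking PAFAH2 protein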
# pPAFAH FP inh: inhibitors of human plasma PAF acetylhydrolase (pPAFAH) | Q13093 | recombinant pPAFAH, FP-rhodamine probe fluorescence polarization | inhibition, % at 3.39 µM | 330,000 tested, 1.5% active | AID 463082;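 active means inhibition above the mean inhibition across the screen plus 3 SD, cut at about 25% in these data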;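 further: inhibitors block binding of the rhodamine activity-based probe so polarization drops; 0% = enzyme with DMSO and 100% = wells lacking pPAFAH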
# GSTO1 inh: blocks human GSTO1 in RBBP9 counter-screen; P78417; recombinant GSTO1, activity-based probe fluorescence polarization; inhibition, % at 5.96 µM; 300,000 tested, 1.1% active;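 active means inhibition above the campaign mean inhibition plus 3 SD, cut at about 35% in these data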;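 further: 0% = GSTO1-1 with DMSO and 100% = wells lacking GSTO1-1 enzyme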
# Target sequence (P78417 whole entry, looked up): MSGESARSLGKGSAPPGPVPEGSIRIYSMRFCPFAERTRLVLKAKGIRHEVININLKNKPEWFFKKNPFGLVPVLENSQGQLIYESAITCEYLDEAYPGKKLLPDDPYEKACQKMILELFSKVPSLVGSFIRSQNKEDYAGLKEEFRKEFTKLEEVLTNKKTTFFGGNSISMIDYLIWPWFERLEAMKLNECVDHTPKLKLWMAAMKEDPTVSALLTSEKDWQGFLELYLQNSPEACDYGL
# PAFAH1B3 FP inh: PAFAH1B3 (human) inhibition; Q15102; recombinant PAFAH1B3, FP-rhodamine probe, fluorescence polarization; inhibition, % at 3.39 µM; 340,000 tested, 0.28% active;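 active means inhibition above the screen-wide average of all tested compounds plus 3 SD, cut at about 25% in these data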;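 further: 0% = enzyme with DMSO only and 100% = wells lacking PAFAH1B3 protein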
# Target sequence (Q15102 whole entry, looked up): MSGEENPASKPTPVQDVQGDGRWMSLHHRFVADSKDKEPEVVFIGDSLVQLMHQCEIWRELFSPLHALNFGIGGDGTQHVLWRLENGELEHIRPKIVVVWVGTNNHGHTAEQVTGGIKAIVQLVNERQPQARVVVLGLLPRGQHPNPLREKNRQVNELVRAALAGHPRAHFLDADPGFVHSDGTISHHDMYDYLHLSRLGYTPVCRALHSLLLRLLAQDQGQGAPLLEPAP
# LYPLA2 counter: blocks human lysophospholipase 2, a PME1 counter-screen. O95372. recombinant LYPLA2, FP-Rh probe fluorescence polarization. inhibition, % at 5.9 µM. 320,000 tested, 0.38% active;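 active means inhibition above the screen-wide mean plus 3 SD, limit set per campaign, cut at about 26% in these data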;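 further: 0% = LYPLA2 with DMSO and 100% = wells lacking LYPLA2 enzyme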
# Target sequence (O95372 whole entry, looked up): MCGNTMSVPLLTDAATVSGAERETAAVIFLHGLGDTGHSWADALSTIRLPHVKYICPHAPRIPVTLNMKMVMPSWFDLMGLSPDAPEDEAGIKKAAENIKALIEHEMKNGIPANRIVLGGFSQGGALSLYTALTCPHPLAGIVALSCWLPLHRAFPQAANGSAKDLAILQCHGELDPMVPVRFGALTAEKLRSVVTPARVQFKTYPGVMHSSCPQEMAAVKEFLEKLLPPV
# PAFAH1B2 inh: PAFAH1B2 (human) inhibition; recombinant PAFAH1B2, FP-rhodamine activity probe, fluorescence polarization; 340,000 tested, 1.2% active; P68402; inhibition, % at 3.39 µM;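 active means inhibition above the mean of all tested compounds plus 3 SD, cut at about 24% in these data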;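 further: 0% = enzyme with DMSO and 100% = wells lacking PAFAH1B2; many of its hits are not listed in these tables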
# Target sequence (P68402 whole entry, looked up): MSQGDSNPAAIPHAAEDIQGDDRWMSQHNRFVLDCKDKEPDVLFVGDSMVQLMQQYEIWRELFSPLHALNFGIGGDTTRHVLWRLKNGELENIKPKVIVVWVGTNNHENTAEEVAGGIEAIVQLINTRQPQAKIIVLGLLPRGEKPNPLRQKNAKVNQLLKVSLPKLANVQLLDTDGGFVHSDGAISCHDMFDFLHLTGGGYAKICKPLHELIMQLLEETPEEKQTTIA
# PME-1 inh: blocks human protein phosphatase methylesterase 1. inhibition, % at 5.9 µM. recombinant PME-1, FP-Rh probe fluorescence polarization. 320,000 tested, 0.53% active. Q9Y570;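 active means inhibition above the campaign mean of all compounds plus 3 SD, cut at about 26% in these data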;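 further: competitive labeling of PME-1 active site by serine hydrolase directed probe; 0% = PME-1 with DMSO and 100% = wells lacking PME-1 enzyme; inhibitors block probe labeling so polarization falls and inhibition rises; many of its hits are not listed in these tables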
# * = called active by the depositor; nt = no result given. The list is partial, so the mix of outcomes need not match the whole.
[1] Cc1ccc(C)c(Oc2ccc(S(=O)(=O)N3CCN(C)CC3)cn2)c1
[2] Cc1ccc(-c2nnc(NC(=O)c3ccco3)s2)cc1
[3] CCCOc1ccc(N2C(=O)C3ON(c4ccccc4)C(c4ccc(O)c(OC)c4)C3C2=O)cc1 (stereo not given)
[4] CS(=O)(=O)c1ccccc1-c1nnc(NC(=O)C2=COCCO2)o1
[5] COc1ccccc1C(=O)COC(=O)c1ccc(N(C)C)cc1
[6] CCCCn1c(SCC(=O)N2CCCCC2C)nc2cc(S(N)(=O)=O)ccc21 (stereo not given)
[7] O=C(O)/C=C/C(=O)Nc1ccc(SC(F)(F)F)cc1
[8] Cn1c(N)c(-c2nc3cccnc3n2C)sc1=S

screen / no.	1	2	3	4	5	6	7	8
LYPLA1 counter	-1	-2	2	-4	-5	0	0	0
PAD4 inh	2	4	3	-2	-2	-2	-5	1
PAFAH2 FP inh	-2	2	-1	3	28	3	11	1
pPAFAH FP inh	-1	4	4	-1	-2	0	-6	6
GSTO1 inh	-6	-5	5	3	1	-2	1	1
PAFAH1B3 FP inh	7	3	1	0	-1	-1	-4	-2
LYPLA2 counter	2	-2	3	0	4	2	2	-6
PAFAH1B2 inh	6	3	4	0	4	2	8	0
PME-1 inh	1	2	1	0	-8	-6	0	1

[9] COc1ccc(Cc2nnc(NC(=O)CS(=O)(=O)c3ccccc3)s2)cc1OC
[10] COc1cc(NS(=O)(=O)c2ccc(NC(=S)NC(=O)c3ccco3)cc2)ncn1
[11] O=C(CN(C(=O)CNS(=O)(=O)c1ccccc1)c1ccc2c(c1)OCCO2)NC1CCCCC1
[12] Cc1ccc(S(=O)(=O)N2CCOC23CCN(S(=O)(=O)c2c(C)cc(C)cc2C)CC3)cc1
[13] Cc1ccccc1-n1c(Cn2c(=O)sc3ccccc32)nnc1SCC(=O)N1CCOCC1
[14] COCCNC(=O)c1ccc2c(c1)ncn2-c1cccc(C)c1
[15] Cc1ccccc1NC(=O)C(=O)Nc1ccccc1C
[16] CC(OC(=O)c1ccc(Cl)c(S(=O)(=O)N2CCOCC2)c1)C(=O)Nc1ccc(S(N)(=O)=O)cc1 (stereo not given)

screen / no.	9	10	11	12	13	14	15	16
LYPLA1 counter	-3	2	-1	0	2	-4	-5	2
PAD4 inh	-7	2	-5	0	2	-2	1	-3
PAFAH2 FP inh	-5	nt	0	4	7	-1	-1	5
pPAFAH FP inh	-2	2	7	7	-2	7	3	-2
GSTO1 inh	-3	1	3	-6	6	-3	2	-1
PAFAH1B3 FP inh	3	nt	5	9	5	-5	4	10
LYPLA2 counter	-6	1	0	-3	-6	-3	5	4
PAFAH1B2 inh	2	nt	7	-1	3	-4	9	-3
PME-1 inh	-5	-8	3	-5	0	-2	-1	2

[17] Cc1ccc(SCc2[nH]nc3c2C(c2ccc(C)o2)C(C#N)=C(N)O3)cc1 (stereo not given)
[18] COc1ccc(CCNCc2c(-c3ccccc3)n(C)c3ccccc23)cc1
[19] Cc1ccc(C)c(N2CN(CCC3=CCCCC3)CNC2=S)c1
[20] S=C(NCCN1CCOCC1)NC1CCCC1
[21] CN(C)c1cc[n+](CCC(=O)Nc2cccc([N+](=O)[O-])c2N)cc1
[22] O=C(NCc1ccco1)/C(=C\c1cccnc1)NC(=O)c1ccccc1F
[23] Cc1ccccc1C(=O)NNC(=O)CCc1ccccc1
[24] CCC(C)c1ccc(NC(=O)N2CCOCC2)cc1 (stereo not given)

screen / no.	17	18	19	20	21	22	23	24
LYPLA1 counter	-3	5	-4	1	-1	-2	1	0
PAD4 inh	13	-1	-2	0	3	1	-4	-1
PAFAH2 FP inh	13	8	-7	-6	-3	-5	0	2
pPAFAH FP inh	0	7	5	-2	6	3	5	0
GSTO1 inh	37*	2	7	4	1	-3	6	2
PAFAH1B3 FP inh	3	2	-2	-2	1	3	6	10
LYPLA2 counter	-7	4	-6	-3	-2	9	0	-1
PAFAH1B2 inh	21	6	4	0	2	1	7	-2
PME-1 inh	10	-4	-3	-4	3	4	2	0

[25] Cc1noc(C)c1S(=O)(=O)N(CC(=O)NCc1ccc(Cl)cc1)c1ccc2c(c1)OCO2
[26] O=C(c1c(Cl)cccc1Cl)N1CCN(c2ncccn2)CC1
[27] COc1ccccc1N1CCN(C2CCCN(C(=O)c3ccccn3)C2)CC1 (stereo not given)
[28] COC(=O)c1c(NC(=O)COC(=O)CCc2ccc(S(=O)(=O)N3CCOCC3)cc2)sc2c1CCC2
[29] Cc1c(C(=O)NCc2cccnc2)sc2nc(-c3ccccc3)cn12
[30] Cn1c(SCC(=O)NC2CCCCC2)nnc1-c1cc2cc(Cl)ccc2o1
[31] O=[N+]([O-])c1ccc(NCc2ccccc2)nc1
[32] COc1ccc(OC)c(NC(=O)c2nnn(CCc3ccccc3)c2N)c1

screen / no.	25	26	27	28	29	30	31	32
LYPLA1 counter	2	4	-1	1	-5	-4	0	1
PAD4 inh	3	-2	0	2	1	-2	-9	-3
PAFAH2 FP inh	2	-3	-9	-5	0	1	4	-2
pPAFAH FP inh	0	0	6	4	-12	-3	1	8
GSTO1 inh	0	0	-1	-1	-3	2	2	3
PAFAH1B3 FP inh	6	2	0	9	12	4	2	11
LYPLA2 counter	-3	2	-1	12	0	-5	-8	-2
PAFAH1B2 inh	4	8	-3	2	2	3	1	-3
PME-1 inh	0	0	3	1	-9	-4	-1	5

[33] O=C1CCc2cc(S(=O)(=O)NCCC(=O)NC3CCCCC3)ccc2N1
[34] CCC(C)n1c(SCC(=O)NCc2ccco2)nnc1-c1cccc(S(=O)(=O)N2CCOCC2)c1 (stereo not given)
[35] COc1ccc(C(=O)NC(=S)Nc2ccccc2N2CCCCC2)cc1[N+](=O)[O-]
[36] Cc1ccc(C2=NN(C(=O)CNCCO)C(c3cccs3)C2)cc1 (stereo not given)
[37] COc1ccccc1N(CC(O)CN(c1ccccc1)S(C)(=O)=O)S(=O)(=O)c1ccccc1 (stereo not given)
[38] CCc1cc2c(=O)n3c(nc2s1)-c1[nH]c2ccc(OC)cc2c1CC3
[39] FC(F)Oc1ccc(NC(=S)N2CCN(Cc3ccccc3)CC2)cc1
[40] Fc1ccccc1CN1CCCN(C(=S)Nc2cccc(Cl)c2)C1

screen / no.	33	34	35	36	37	38	39	40
LYPLA1 counter	3	0	-8	-1	1	1	-4	-26
PAD4 inh	1	1	-1	-2	-1	-5	1	-5
PAFAH2 FP inh	-1	0	-21	2	-1	-2	3	-9
pPAFAH FP inh	4	1	6	8	-1	1	6	-34
GSTO1 inh	-6	8	-7	11	2	0	5	-2
PAFAH1B3 FP inh	5	1	5	6	3	10	7	-2
LYPLA2 counter	-1	5	-10	0	-7	1	0	-45
PAFAH1B2 inh	0	-4	2	4	3	-1	6	-1
PME-1 inh	-2	0	-8	-3	-1	13	-1	-52

[41] CCOc1ccccc1NC(=O)c1cc(S(=O)(=O)NCc2ccco2)ccc1F
[42] COc1cc(C(C)=O)ccc1Oc1ncnc2c1cnn2-c1cccc(Cl)c1
[43] O=C(OCc1nnc(-c2cccs2)o1)c1cccnc1Cl
[44] Cc1cccc(OCCOC(=O)c2c(-c3ccccc3)noc2C)c1
[45] Cc1csc(NC(=O)CCCC(=O)O)c1-c1nc2ccccc2s1
[46] CCC1CCCCN1C(=O)CSc1nnc(N)s1 (stereo not given)
[47] COc1cccc(N2CCN(C(=O)c3cccc(N4C(=O)NC5CC4(C)Oc4c(OC)cccc45)c3)CC2)c1 (stereo not given)
[48] CCOC(=O)C1=C(C)N(CCCCCC(=O)O)C(=O)NC1c1ccccc1Cl (stereo not given)

screen / no.	41	42	43	44	45	46	47	48
LYPLA1 counter	-5	0	2	-5	0	nt	1	1
PAD4 inh	-9	1	0	-2	-3	-1	0	0
PAFAH2 FP inh	17	1	9	0	4	5	-5	-4
pPAFAH FP inh	19	8	2	5	3	4	2	-11
GSTO1 inh	35*	-2	nt	-1	-2	nt	1	-5
PAFAH1B3 FP inh	10	-3	4	3	13	7	20	-2
LYPLA2 counter	-1	0	0	-6	5	nt	-3	-3
PAFAH1B2 inh	-1	0	1	6	1	9	5	7
PME-1 inh	-9	-2	0	-1	-3	nt	-5	-6

[49] COC(=O)c1cc(C#N)c(OC(C)C)nc1C
[50] COc1ccc(NC(=S)NCCc2ccccc2)c(OC)c1
[51] C=C(C)C1CC=C(C)/C(=N/NC(=O)COc2ccc(Cl)cc2)C1 (stereo not given)
[52] CCOC(=O)C(Cc1ccccc1)NC(=O)CCc1c(C)nc2nc(C)nn2c1C (stereo not given)
[53] CCCOC(=O)C1C2C=CC3(CN(c4ccc(Cl)c(F)c4)C(=O)C13)O2 (stereo not given)
[54] Cc1nnc(SCC2=C(C(=O)O)N3C(=O)C(NC(=O)c4cccc(F)c4F)C3SC2)s1 (stereo not given)
[55] Cc1ccc(-c2csc(NC(=O)Cn3[nH]c(=O)c4ccccc4c3=O)n2)cc1
[56] Cc1ccc2c(C(=O)CN3CC(C)CC(C)C3)c(C)[nH]c2c1 (stereo not given)

screen / no.	49	50	51	52	53	54	55	56
LYPLA1 counter	0	-1	-1	3	-2	3	-7	6
PAD4 inh	-5	0	4	-1	-3	-6	-4	-3
PAFAH2 FP inh	0	-7	-6	2	3	4	-8	-5
pPAFAH FP inh	3	3	4	1	4	8	14	5
GSTO1 inh	4	17	0	0	3	-6	-20	-1
PAFAH1B3 FP inh	1	8	10	4	-3	1	-12	9
LYPLA2 counter	6	4	1	6	-7	6	-16	7
PAFAH1B2 inh	6	4	5	5	1	3	0	6
PME-1 inh	3	5	-5	3	-5	6	-14	1

[57] CC(C)OC(=O)c1cc2c(ccn2C)n1CC(=O)N(Cc1ccccc1)c1ccc(F)cc1
[58] CCCCCCC(CC(=O)NCc1cccnc1)CC(=O)NCc1cccnc1
[59] C=C1CCN([C@@H](CC(C)C)C(=O)NCc2ccccc2)S(=O)(=O)c2ccccc21
[60] CCCCCNC(=O)c1ccc2c(=O)n(CCCN3CCCC3=O)c(=S)[nH]c2c1
[61] Cc1ccc(S(=O)(=O)N2CCN(C(=O)COC(=O)C3(C)CC3(Cl)Cl)CC2)c(C)c1 (stereo not given)
[62] COc1ccc(Cl)cc1NC(=O)CN1CCC(n2nnc3cc(F)ccc32)CC1

screen / no.	57	58	59	60	61	62
LYPLA1 counter	-1	1	0	1	0	11
PAD4 inh	-2	-3	-2	3	-2	-2
PAFAH2 FP inh	3	-4	4	-3	6	-2
pPAFAH FP inh	8	3	1	4	-3	4
GSTO1 inh	6	3	-6	4	nt	-2
PAFAH1B3 FP inh	-2	12	-7	-5	4	5
LYPLA2 counter	3	3	-8	11	4	-3
PAFAH1B2 inh	10	2	4	-5	1	-2
PME-1 inh	4	1	2	-7	2	-4
